Bioassay records (PubChem)
procasp3 activ – activates human procaspase-3; P42574; recombinant procaspase-3 D3A, Ac-DEVD-pNA absorbance 405 nm; activation, % at 8.5 µM; 0.11% of 330,000 active; AID 463141;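 active = activation above the mean of all tested compounds plus 3 SD, cut at about 21% in these data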;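 also: 0% = DMSO alone and 100% = DMSO wells spiked with extra 5 µM PC-3 D3A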
Target sequence (P42574 whole entry D9A/D28A/D175A): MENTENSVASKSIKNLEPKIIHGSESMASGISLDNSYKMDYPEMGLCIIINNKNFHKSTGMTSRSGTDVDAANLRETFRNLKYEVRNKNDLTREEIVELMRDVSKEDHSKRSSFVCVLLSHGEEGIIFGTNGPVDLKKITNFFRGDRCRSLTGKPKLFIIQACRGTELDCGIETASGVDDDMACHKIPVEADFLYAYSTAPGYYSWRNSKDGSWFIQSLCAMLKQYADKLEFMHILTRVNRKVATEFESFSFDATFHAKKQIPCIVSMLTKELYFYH
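Assay system – Procaspase-3 D3A mutant, all three cleavage aspartates alanine · Controls – DMSO-only low control, 5 µM PC-3 D3A high control · Schedule – 1 h compound preincubation, 2 h substrate hydrolysis at 25 °C · Signal – 405 nm absorbance of p-nitroaniline, reads at 0 and 120 min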
proCasp7 act – activates human procaspase-7, counter-screen for procaspase-3 activators; P55210; recombinant procaspase-7, Ac-DEVD-pNA absorbance 405 nm; D23A/D198A/D206A triple mutant, cannot self-cleave; scale: DMSO 0, 5 µM enzyme 100; activation, % at 8.5 µM; 0.093% of 330,000 active;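 active = percent activation above the screen-wide mean plus 3 SD, cut at about 25% in these data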
Target sequence (P55210 whole entry D23A/D198A/D206A): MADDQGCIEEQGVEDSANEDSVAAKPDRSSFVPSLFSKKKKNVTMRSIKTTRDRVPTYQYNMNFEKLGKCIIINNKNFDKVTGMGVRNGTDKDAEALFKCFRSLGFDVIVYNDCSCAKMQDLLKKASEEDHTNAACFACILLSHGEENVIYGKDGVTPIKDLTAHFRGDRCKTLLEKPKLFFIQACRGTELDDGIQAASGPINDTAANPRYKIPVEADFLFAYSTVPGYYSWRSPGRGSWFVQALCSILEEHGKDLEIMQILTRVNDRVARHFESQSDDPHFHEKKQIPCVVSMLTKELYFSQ
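Detection: p-Nitroaniline absorbance at 405 nm, read at 0 and 120 min; system: Uncleavable procaspase-7 mutant enzyme; evaluation: % activation from two-timepoint absorbance difference, scaled to controls; times: 1 h enzyme–compound preincubation and 2 h substrate reaction, both 25 °C; buffer or medium: Zinc-free HEPES pH 7.4 with 300 mM NaCl, 0.01% Triton X-100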
RPL19A-GFP yeast – modulators of TOR pathway RPL19A-GFP in S. cerevisiae | 0.3% of 330,000 active | S. cerevisiae RPL19A-GFP strain, flow cytometry, 3 h; active compounds read low | percent response vs DMSO, % at 10 µM;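 active = percent response vs DMSO below 50%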;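 also: median channel GFP fluorescence of the barcoded RPL19A-GFP strain; ratio of sample median GFP to plate DMSO average so 100% = DMSO; lower means less RPL19A-GFP as with rapamycin TOR inhibition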
AGP1-GFP MLPCN – modulators of TOR pathway AGP1-GFP in S. cerevisiae; S. cerevisiae AGP1-GFP multiplex flow cytometry, 3 h; GFP as percent of DMSO wells; GFP response vs DMSO, % at 10 µM; 0.02% of 320,000 active; AID 2066;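 active = GFP response relative to DMSO above a set limit, near screen average plus 3 SD, cut at about 150% in these data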;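 also: median GFP channel fluorescence of the gated AGP1 strain per well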
AHR act – activates the human aryl hydrocarbon receptor | P35869 | AHR-responsive luciferase reporter cells, luminescence | activation, % at 5 µM | 2.5% of 320,000 active | AID 2796; in the data active = activation above about 47%;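 also: 0% = vehicle wells and 100% = reference agonist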
CIT2 TOR yeast – modulators of TOR pathway CIT2-GFP in S. cerevisiae | S. cerevisiae CIT2-GFP strain, flow cytometry, 3 h; 100 means same as DMSO wells | GFP response vs DMSO, % at 10 µM | 0.065% of 320,000 active | AID 2029;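 active = GFP response relative to DMSO above a set limit, near the screen mean plus 3 SD, cut at about 150% in these data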;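 also: ratio of well median GFP fluorescence to mean of DMSO wells on the plate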
LAP4 TOR yeast – yeast TOR pathway LAP4-GFP modulation. GFP response vs DMSO, % at 10 µM. 0.34% of 320,000 active. S. cerevisiae LAP4-GFP multiplex, flow cytometry GFP, 3 h; median GFP as percent of DMSO wells. AID 2023;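 active = GFP response vs DMSO above a set limit, about the screen mean plus 3 SD, cut at about 150% in these data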
MEP2-GFP yeast – modulators of TOR pathway MEP2-GFP in S. cerevisiae; S. cerevisiae MEP2-GFP strain, flow cytometry GFP, 3 h; 100% = DMSO control level; 0.51% of 330,000 active; GFP response vs DMSO, % at 10 µM;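 active = GFP response versus DMSO above a set limit, roughly screen mean plus 3 SD, cut at about 180% in these data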;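 also: median GFP fluorescence of the barcode-gated MEP2-GFP cells per well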
* = called active by the depositor; . = not tested or not shown.

SMILES | procasp3 activ | proCasp7 act | RPL19A-GFP yeast | AGP1-GFP MLPCN | AHR act | CIT2 TOR yeast | LAP4 TOR yeast | MEP2-GFP yeast
O=S(=O)(NC1CCN(Cc2ccccc2)CC1)c1ccc2ccccc2c1 | 1.2 | 13.8 | 99.1 | 101.7 | 0.0 | 97.9 | 110.8 | 110.5
Cc1c(C(=O)OCC(=O)Nc2ccc(C(=O)N(C)C)cc2)oc2ccccc12 | 3.4 | 0.2 | 100.4 | 93.8 | 2.4 | 99.2 | 88.7 | 106.9
CCC(=O)N1CCN(c2ccc(NC(=O)COc3ccccc3Cl)cc2)CC1 | -3.6 | 1.2 | 98.8 | 102.9 | -8.4 | 96.2 | 115.5 | 108.0
Cc1nn2c(c1-c1ccccc1)NC1=C(C(=O)CCC1)C2c1ccccc1 (configuration not stated) | 1.3 | 1.0 | 100.7 | 94.3 | -3.3 | 90.0 | 94.1 | 103.3
CN(C)c1nc(N(C)C)n(C(=O)c2ccc(F)cc2)n1 | 7.2 | -3.3 | 91.9 | 94.6 | -1.5 | 93.5 | 96.0 | 98.1
Cc1ccc(-n2c(SCC(=O)NCC3CCCO3)nc3n[nH]c(C)c3c2=N)cc1Cl (configuration not stated) | -10.6 | 10.0 | 102.8 | 105.7 | 58.8* | 103.5 | 94.2 | 123.0
CC(=O)Nc1ccc(NC(=O)C(C)OC(=O)C23CC4CC(CC(Cl)(C4)C2)C3)cc1 (configuration not stated) | 9.0 | 1.5 | 97.5 | 106.9 | -1.2 | 106.3 | 100.0 | 95.6
COc1cc(/C=C2\COC/C(=C\c3ccc(O)c(OC)c3)C2=O)ccc1O | 0.6 | -12.7 | 108.6 | 108.4 | -1.4 | 105.5 | 105.3 | 100.8
O=C(OC1CCOC1=O)c1cccc(S(=O)(=O)Nc2ccc(F)cc2)c1 (configuration not stated) | -2.4 | 3.5 | 103.6 | 97.2 | 1.0 | 97.5 | 95.1 | 103.9
Cc1ccc(OCCCC(=O)Nc2ccc(Cl)c(S(=O)(=O)N3CCOCC3)c2)cc1 | 0.3 | -7.3 | 105.1 | 106.2 | 14.1 | 88.6 | 111.7 | 104.2
CCOC(=O)C1=C(C)Nc2nnnn2C1c1ccc(OC)c(Br)c1 (configuration not stated) | 0.6 | -0.5 | 96.7 | 100.0 | -2.3 | 102.4 | 111.7 | 98.2
CCOc1ccc(CCNC(=O)COC(=O)c2cccc(S(=O)(=O)N3CCOCC3)c2)cc1OCC | 2.7 | 9.0 | 88.9 | 92.1 | 1.6 | 86.3 | 88.8 | 100.8
Cc1ccsc1/C=N/NC(=O)CC(=O)NCC(C)C | -0.9 | 8.8 | 96.1 | 106.1 | 8.6 | 92.1 | 107.6 | 98.0
CC(C)CCNC(=O)NC(=O)CSc1ncccn1 | 5.0 | 0.9 | 97.5 | 92.4 | 2.2 | 92.8 | 91.7 | 95.2
CCNC(=O)CC1SC(=Nc2ccc(C)c([N+](=O)[O-])c2)N(C)C1=O (configuration not stated) | 9.6 | -4.2 | 98.8 | 105.2 | -0.3 | 95.1 | 111.3 | 99.8
NC(=O)Nc1ccc(C(=O)OCC(=O)NC2CCCc3ccccc32)cc1 (configuration not stated) | 6.7 | 4.1 | 95.0 | 93.8 | -0.1 | 93.0 | 94.0 | 93.9
Cc1sc2nc(SCCO)n(-c3ccccc3)c(=O)c2c1C | -6.2 | -4.1 | 103.2 | 98.9 | 2.3 | 101.6 | 102.6 | 112.7
COc1ccc(-c2cc(-c3nnc(COC(=O)C4CC4)o3)c3ccccc3n2)cc1OC | -5.2 | 3.7 | 101.8 | 95.8 | 34.0 | 103.5 | 98.2 | 103.8
Cc1cc(C)cc(N2CCCC2=O)c1 | -4.5 | 5.7 | 101.4 | 104.1 | 0.6 | 99.5 | 95.8 | 105.0
CCCCn1c(=O)[nH]c(=O)c2c1nc(-c1ccc(OCCC)c(OCC)c1)n2C | 2.2 | -1.7 | 94.5 | 102.2 | 2.1 | 94.7 | 91.0 | 96.4
CCN1CCN(c2nc3c(C)cccn3c(=O)c2/C=C(\C#N)S(=O)(=O)c2ccc(C)cc2)CC1 | 8.0 | -2.0 | 102.2 | 102.0 | -0.2 | 105.0 | 101.0 | 106.7
NC(=S)N/N=C\c1ccc(-c2cccc(Cl)c2Cl)o1 | 5.4 | -5.6 | 93.8 | 102.8 | 106.9* | 102.3 | 119.5 | 104.3
COc1cccc(Nc2nc3ccccc3n2C(C)C)c1 | -9.1 | 12.4 | 103.8 | 102.5 | 1.7 | 104.3 | 97.2 | 106.1
COc1ccccc1OCC(=O)NNC(=S)NC(=O)c1ccco1 | -3.0 | -22.5 | 99.2 | 98.7 | 9.5 | 114.4 | 98.4 | 101.4
CN(C)CCNC(=O)c1cc2ccccc2oc1=O | 6.8 | -0.5 | 104.7 | 104.9 | 2.6 | 120.4 | 104.5 | 108.0
CCCC1(c2ccccc2)NC(=O)N(CC(=O)N2CC(=O)Nc3ccccc32)C1=O (configuration not stated) | 7.5 | -1.0 | 94.8 | 93.4 | 3.6 | 82.2 | 89.9 | 100.6
NC(=O)COc1ccc(C(=O)NCC2(N3CCOCC3)CCCCC2)cc1 | 3.0 | 7.1 | 101.8 | 111.1 | -0.8 | 95.6 | 107.2 | 103.5
COc1ccc(S(=O)(=O)N2CCC(C(=O)NCc3cccnc3)CC2)cc1C | -7.7 | -3.9 | 107.0 | 93.7 | 6.4 | 101.8 | 98.1 | 106.8
Cn1c(=Nc2ccccc2)sc2ccccc21 | -2.7 | 4.0 | 99.7 | 99.5 | 27.3 | 98.9 | 91.6 | 95.7
Nc1nccnc1C(=O)OCC(=O)Nc1ccc2[nH]c(=O)[nH]c2c1 | 2.3 | 4.5 | 101.3 | 102.1 | -0.9 | 90.0 | 96.7 | 100.4
CCOC(=O)CNS(=O)(=O)c1ccc2c3c(cccc13)C(=O)N2CC | -5.0 | 7.1 | 100.7 | 119.6 | 0.5 | 111.7 | 103.5 | 106.0
Cc1ccc(C(=O)N/N=C\c2sccc2C)cn1 | -6.1 | -10.8 | 98.2 | 100.8 | 9.3 | 101.8 | 92.7 | 98.2
CCOc1ccc(CCNC(=O)COc2cc(=O)n(C)c3ccccc23)cc1OCC | 4.2 | -3.4 | 97.6 | 96.0 | 1.1 | 98.9 | 84.6 | 94.4
CCOc1ccc(CN2CCC(C(=O)N3CCN(c4ccccc4F)CC3)CC2)cc1OC | 4.1 | 9.9 | 106.0 | 111.8 | 1.6 | 89.3 | 96.7 | 102.5
Cn1ccc(C(=O)Nc2ccc(Br)cc2Br)n1 | 4.0 | -4.1 | 96.1 | 80.3 | 1.8 | 93.6 | 83.5 | 72.8
O=C(COc1ccc2cc(Br)ccc2c1Br)N1CCOCC1 | . | . | 110.3 | 85.7 | . | 98.6 | 88.0 | 98.1
CCCn1c(SCC(=O)Nc2cc(C)on2)n[nH]c1=O | 8.2 | 10.1 | 99.0 | 91.1 | 0.1 | 90.4 | 96.3 | 96.2
CN1CSC2=C(C#N)C(c3cccc(OCc4ccccc4)c3)CC(=O)N2C1 (configuration not stated) | -19.9 | -23.1 | 97.3 | 99.6 | 22.8 | 99.8 | 109.9 | 106.9
O=C(Cn1cnc2c(OCc3ccccc3)ncnc21)NCc1nc2ccccc2[nH]1 | 1.5 | 7.4 | 90.8 | 89.0 | -1.1 | 94.1 | 92.5 | 87.2
CCN(CCNC(=O)CC1Oc2ccccc2NC1=O)c1ccccc1 (configuration not stated) | 7.8 | 10.2 | 98.4 | 102.5 | 7.2 | 100.1 | 105.5 | 122.2
CC(=O)Oc1ccccc1C(=O)Nc1ccccc1C(=O)N1CCCCC1 | 10.3 | 1.7 | 112.4 | 111.9 | 3.7 | 107.0 | 96.5 | 96.6
O=C1Nc2ccccc2C(=O)N2CCCCC12 (configuration not stated) | 9.6 | -8.2 | 109.8 | 101.7 | -1.1 | 106.0 | 97.2 | 109.3
O=C(N/N=C/C=C\c1ccc([N+](=O)[O-])cc1)c1cccnc1 | -2.2 | 0.5 | 100.6 | 108.9 | 9.1 | 97.9 | 112.5 | 100.4
Cc1nc2ccc([N+](=O)[O-])cc2c(=O)n1Cc1ccc(Cl)cc1 | -3.6 | 2.1 | 103.0 | 42.8 | 0.7 | 95.5 | 95.0 | 104.3
COc1ccccc1N1CCN(c2ccc3cc(S(=O)(=O)N4CCCCC4)ccc3n2)CC1 | 1.1 | -4.0 | 88.3 | 94.2 | 1.2 | 90.8 | 96.9 | 92.5
CNC(=O)C(NC(=O)Nc1ccc(C)cc1)C(C)(C)C (configuration not stated) | 1.0 | 2.0 | 101.8 | 91.0 | 1.3 | 83.1 | 96.3 | 103.8
Cc1ccc2nc(CSc3nnc(Cc4cccs4)n3C3CCCCC3)cc(=O)n2c1 | -6.3 | 1.4 | 97.5 | 92.9 | -0.9 | 97.0 | 91.7 | 97.6
COc1ccccc1Nc1nc(N)nc(CN2CCN(Cc3ccc4c(c3)OCO4)CC2)n1 | -2.4 | 4.2 | 98.7 | 101.6 | 1.8 | 106.9 | 108.5 | 93.7
CS(=O)(=O)c1ccccc1C(=O)Nc1ccccc1Cc1ccccc1 | 1.8 | -2.2 | 108.5 | 95.7 | -0.8 | 101.7 | 101.9 | 110.6
Cc1ccc(C)c(NC(=O)CN(C)C(=O)C2CCN(S(=O)(=O)c3ccc4c(c3)OCCO4)CC2)c1 | 7.9 | 4.4 | 96.8 | 108.0 | -2.4 | 98.4 | 101.6 | 98.3
Cn1c(=O)c2c(ncn2CC(=O)OCC(=O)Nc2ccc(Cl)cc2)n(C)c1=O | 1.2 | -5.2 | 103.4 | 99.5 | 0.1 | 110.1 | 88.5 | 111.2
O=C(O)/C(=C\c1ccco1)NC(=O)c1ccccc1 | -2.5 | -8.4 | 103.6 | 100.8 | -2.2 | 105.3 | 102.6 | 101.8
CN(CC(=O)Nc1ccc(Cl)cc1)C(=O)c1ccc(-n2cncn2)c([N+](=O)[O-])c1 | 3.5 | 8.0 | 94.7 | 111.6 | 0.3 | 91.6 | 96.8 | 79.8
Cc1nc2sc3c(c2c(=O)n1NC(=O)CCl)CCCC3 | -5.4 | 10.1 | 96.4 | 80.4 | 0.7 | 92.7 | 109.4 | 61.3
C/C=C/CSc1nc2c(c(=O)[nH]c(=O)n2C)n1Cc1ccc(C)cc1 | -4.8 | -9.3 | 94.0 | 97.1 | -0.5 | 94.0 | 94.7 | 92.1

Reformatted: results already given.
Sequence of screens – procasp3 activ | proCasp7 act | RPL19A-GFP yeast | AGP1-GFP MLPCN | AHR act | CIT2 TOR yeast | LAP4 TOR yeast | MEP2-GFP yeast
O=C(N/N=C/C=C\c1ccc([N+](=O)[O-])cc1)c1cccnc1
    -2.2 | 0.5 | 100.6 | 108.9 | 9.1 | 97.9 | 112.5 | 100.4
Cc1nc2ccc([N+](=O)[O-])cc2c(=O)n1Cc1ccc(Cl)cc1
    -3.6 | 2.1 | 103.0 | 42.8 | 0.7 | 95.5 | 95.0 | 104.3
COc1ccccc1N1CCN(c2ccc3cc(S(=O)(=O)N4CCCCC4)ccc3n2)CC1
    1.1 | -4.0 | 88.3 | 94.2 | 1.2 | 90.8 | 96.9 | 92.5
CNC(=O)C(NC(=O)Nc1ccc(C)cc1)C(C)(C)C (configuration not stated)
    1.0 | 2.0 | 101.8 | 91.0 | 1.3 | 83.1 | 96.3 | 103.8
